Screening results as filed in PubChem BioAssay.
LMPTP inh = LMPTP (human) inhibition; recombinant LMPTP-A, OMFP fluorogenic substrate, fluorescence intensity; inhibition, % at 20 µM; 360,000 tested, 0.22% active;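 active means compounds that cut the enzyme signal by at least half of the control window in the single-dose screen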;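 further: plate controls were DMSO wells with enzyme plus substrate for no effect and substrate without enzyme for full effect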
Target sequence (P24666 whole entry, looked up): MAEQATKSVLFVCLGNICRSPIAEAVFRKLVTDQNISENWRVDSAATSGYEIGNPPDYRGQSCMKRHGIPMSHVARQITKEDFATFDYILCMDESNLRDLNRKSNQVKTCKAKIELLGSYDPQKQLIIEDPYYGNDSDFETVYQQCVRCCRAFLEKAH
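Test system: LMPTP-A phosphatase enzyme; input: 0.625 nM LMPTP-A final; reagent: OMFP substrate, 400 µM final; compound dosing: 20 µM single dose, 3% DMSO; incubation: 50 min dark incubation at room temperature; measured by: endpoint fluorescence intensity from OMFP dephosphorylation; measure: % inhibition relative to no-enzyme and uninhibited control wells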
NRP1-CendR mod = NRP-1/CendR interaction modulation; O14786; FAM-RPARPAR peptide binding to NRP-1, fluorescence polarization; inhibition, % at 25 µM; 360,000 tested, 0.85% active; AID 602438;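 active means inhibition or corrected inhibition above about 18%, plus a signal ratio from 0.5 to 1.5, limit read from the data, passing the limit was not always enough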; further: strong numbers were not always called active
Scp-1 inhibitor = Scp-1 (human) phosphatase inhibition | Recombinant Scp1, phosphopeptide, malachite green phosphate absorbance | 340,000 tested, 0.88% active | Q9GZU7 | inhibition, % at 20 µM;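 active means inhibition above about 50% at 20 µM, limit read from the data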;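 further: plate controls were DMSO wells with enzyme for no effect and wells lacking enzyme for full effect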
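Times: enzyme reaction 45 min at room temperature, colour 5 min, stabilisation 30 min. Material: SCP-1 catalytic fragment, aa 76-261. Medium: Acidic Tris acetate buffer with magnesium and detergent. Signal: colorimetric free-phosphate detection, absorbance 630 nm. Read-out basis: % inhibition of SCP-1 phosphate liberation. Reagent: Phosphorylated 17-residue peptide substrate.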
SUMO1-SIM PPI = modulators of human SUMO1-mediated protein-protein interactions. 360,000 tested, 0.33% active. AID 602429. P63165. inhibition, % at 20 µM. SUMO1 binding to a labelled peptide, TR-FRET, 1 h; in the data active means inhibition above about 37%
Target sequence (P63165 whole entry, looked up): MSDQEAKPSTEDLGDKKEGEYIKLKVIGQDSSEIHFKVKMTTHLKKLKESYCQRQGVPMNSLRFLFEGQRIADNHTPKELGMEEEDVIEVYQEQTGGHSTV
MsrA act = bovine methionine sulfoxide reductase A activation; AID 602163; purified bovine MsrA, absorbance read-out; 360,000 tested, 0.3% active; activation, % at 10.6 µM; in the data active means activation above about 7.5%;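 further: 0% = vehicle and 100% = reference activator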
MsrA inh = bovine MsrA inhibition; purified bovine MsrA, absorbance read-out; 360,000 tested, 0.75% active; inhibition, % at 15.5 µM; AID 651718; in the data active means inhibition above about 4.5%;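 further: 0% = vehicle wells with enzyme and 100% = reference inhibitor wells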
STEP inh = STEP (human) phosphatase inhibition; P54829; recombinant STEP, OMFP fluorogenic substrate, fluorescence; inhibition, % at 20 µM; 360,000 tested, 0.25% active;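 active means inhibition at 20 µM, scaled per plate between control wells, above about 37%, limit read from the data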;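 further: 0% = DMSO with enzyme and substrate and 100% = substrate only without enzyme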
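Assay system: isolated STEP enzyme. Buffer or medium: pH 6.0 Bis-Tris with DTT and Tween 20. Also added: fluorogenic phosphatase substrate OMFP at 25 µM final. Dosing: 20 µM, 1% DMSO. Timing: 20 min reaction, room temperature, in the dark. Measured by: fluorescence intensity, excitation 480 nm, emission 540 nm. Evaluation: normalized % inhibition.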
E coli Lon inh = E. coli protease La inhibition; purified E. coli Lon protease, fluorescence polarization; inhibition, % at 7.94 µM; 360,000 tested, 0.42% active; in the data active means inhibition above about 13%, passing the limit was not always enough;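 further: 0% = enzyme with probe and DMSO and 100% = no enzyme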
Target sequence (P0A9M0 whole entry, looked up): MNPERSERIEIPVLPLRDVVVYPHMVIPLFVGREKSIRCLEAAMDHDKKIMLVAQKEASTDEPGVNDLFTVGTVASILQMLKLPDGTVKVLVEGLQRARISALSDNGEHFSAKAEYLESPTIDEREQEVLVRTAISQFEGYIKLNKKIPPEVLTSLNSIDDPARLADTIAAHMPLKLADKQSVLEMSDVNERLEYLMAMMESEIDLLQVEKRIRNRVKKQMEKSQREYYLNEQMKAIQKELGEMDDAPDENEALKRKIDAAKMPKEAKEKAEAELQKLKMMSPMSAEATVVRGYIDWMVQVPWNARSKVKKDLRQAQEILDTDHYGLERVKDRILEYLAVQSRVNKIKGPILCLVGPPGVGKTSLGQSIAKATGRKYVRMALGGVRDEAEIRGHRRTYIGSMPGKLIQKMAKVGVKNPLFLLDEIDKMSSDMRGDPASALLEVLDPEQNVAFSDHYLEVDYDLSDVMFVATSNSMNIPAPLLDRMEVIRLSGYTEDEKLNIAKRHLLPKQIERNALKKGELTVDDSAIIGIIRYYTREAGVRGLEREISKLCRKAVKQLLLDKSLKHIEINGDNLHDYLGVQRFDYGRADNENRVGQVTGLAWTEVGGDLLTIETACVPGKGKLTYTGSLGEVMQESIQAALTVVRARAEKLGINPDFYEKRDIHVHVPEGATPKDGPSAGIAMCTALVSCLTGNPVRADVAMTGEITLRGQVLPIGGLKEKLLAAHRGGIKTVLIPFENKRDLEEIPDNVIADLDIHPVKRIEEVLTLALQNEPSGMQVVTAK
DNMT1 inh = inhibitors of human DNMT1 | P26358 | DNMT1 molecular beacon, Hinp1I cleavage, fluorescence | inhibition (reported as % activation of signal), % at 10 µM | 360,000 tested, 0.83% active | AID 588458; in the data active means inhibition above about 50%
Tb MetRS inh = Trypanosoma brucei MetRS inhibition | purified T. brucei MetRS, ATP depletion, Kinase-Glo luminescence | inhibition, % at 11.9 µM | 360,000 tested, 0.4% active;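 active means inhibition above a per-plate cutoff of the control wells' mean inhibition plus 3 SD, cut at about 5.5% in these data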;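 further: 0% = DMSO wells median and 100% = median of wells with control inhibitor compound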
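Measured by: Kinase-Glo luciferase luminescence reporting remaining unconsumed ATP. Material: purified T. brucei MetRS enzyme. Doses: 11.9 µM compound single dose, 0.9% DMSO. Medium: HEPES buffer containing pyrophosphatase, BSA, spermine, DTT. Times: 15 min preincubation, 2 h reaction, all 25 °C. Reagent: methionine, ATP and bulk E. coli tRNA.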
Starred values were filed as active, the others as inactive; nt = not tested or not shown. Not a hit list; 4.3% or so of the library scored in one or more.

SMILES | LMPTP inh | NRP1-CendR mod | Scp-1 inhibitor | SUMO1-SIM PPI | MsrA act | MsrA inh | STEP inh | E coli Lon inh | DNMT1 inh | Tb MetRS inh
CC1=C(C#N)C(c2ccccc2O)C(C#N)=C(C)N1 | -2.3 | -11 | -10 | -3 | -6 | 1.1 | -1 | -5 | 0 | -0.4
CC(C)NC(=O)Nc1ccc2c(c1)C(=O)N([C@H](C)CO)C[C@H](C)[C@@H](CN(C)S(=O)(=O)c1ccccc1)O2 | -1.1 | 2 | 0 | 1 | -6 | -0.1 | -1 | 0 | 0 | -0.5
CCOC(=O)C(O)(CC(=O)c1ccc(OC)cc1)C(F)(F)F (centres undefined) | 0.9 | -1 | 0 | 3 | -2 | 1.6 | 4 | 5 | 2 | -1.4
CC(C)CNC(=O)Nc1ccccc1F | -1.0 | -3 | -5 | -1 | -6 | -0.5 | -3 | -5 | 1 | -0.8
Cc1nc2ccc(NC(=O)N3CCN(c4ccccn4)CC3)cc2s1 | -0.6 | -5 | -8 | 3 | 1 | -0.6 | 1 | 9 | 6 | 0.1
COc1cccc(C(=O)N2CCN(C(=O)c3cccc4ccccc34)CC2)c1OC | -1.2 | -6 | -2 | 3 | -3 | -1.8 | -1 | 0 | -1 | -0.9
Cc1nc(C)c(C(=O)OCC(=O)NCc2ccccc2)s1 | -2.9 | -2 | 0 | -1 | -2 | -0.4 | 2 | -3 | 2 | -0.1
C=CCNC(=S)N1CC2(C)CN(C(=S)NCC=C)CC(C)(C1)C2=O | -0.9 | -4 | -3 | 7 | -12 | -1.1 | 1 | 13 | 2 | -0.8
CCOC(=O)Cc1csc(N/N=C\c2ccccc2OC)n1 | -0.7 | 6 | -2 | -5 | -6 | 2.3 | -1 | 2 | -1 | -0.5
COc1ccc([C@H]2C[C@@H](n3cc(-c4ccc(F)cc4)nn3)[C@H](O)CN2C(=O)C2CCCCC2)cc1 | -0.5 | 0 | nt | 4 | -2 | -1.6 | 0 | -3 | -1 | 0.2
CC1CCCCN1C(=O)Cc1ccc(F)cc1 (centres undefined) | -2.0 | -7 | -3 | 2 | 1 | 0.6 | 0 | -1 | 1 | 0.0
Cc1[nH]n(-c2ccccc2)c(=O)c1N=Nc1ccccc1C(=O)O | 3.5 | -12 | -8 | 2 | -6 | 0.1 | -2 | 6 | -1 | -1.2
COC(=O)c1[nH]c2ccc(Br)cc2c1NC(=O)C(C)N1CCN(C2CCCCC2)CC1 (centres undefined) | 1.5 | -10 | -3 | -4 | 1 | 0.6 | 3 | -3 | -1 | -0.3
Cc1cc(C)n(-c2ccc(C(=O)N3CCN(S(=O)(=O)c4ccc(Cl)cc4)CC3)cc2)n1 | -0.5 | 16 | -10 | 4 | -1 | -0.5 | -3 | -12 | 4 | -0.2
Cc1cc(C)n(C(=O)CSc2nc3ccccc3o2)n1 | -1.2 | -2 | 3 | 4 | -2 | 0.3 | -1 | -12 | 3 | -0.4
Cc1ccc(CNC(=O)CCS(=O)(=O)c2ccc(Cl)cc2)cc1 | -1.4 | 4 | -7 | 0 | 0 | -0.4 | -1 | -1 | 3 | -0.4
O=C(c1cccn2c(=O)c3cc(Br)ccc3nc12)N1CCN(c2ccccn2)CC1 | 1.7 | 0 | 6 | -13 | -2 | 4.2 | 4 | 1 | -8 | 0.1
O=[N+]([O-])c1ccc(Sc2ccc(F)cc2)nc1 | -1.5 | 5 | -8 | -34 | -5 | 2.5 | 3 | 2 | 0 | -0.2
O=C(c1cccc(S(=O)(=O)Nc2cccc(C(F)(F)F)c2)c1)N1CCOCC1 | -1.0 | -2 | -6 | 0 | -7 | 1.6 | -4 | 1 | 2 | -0.8
Cc1cccc(NC(=O)c2cc(-c3ccc(C)s3)nc3ccccc23)n1 | 3.3 | -5 | -7 | -6 | -3 | 2.8 | -1 | -3 | -8 | 0.3
CCN1C(=O)CC(N2CCN(c3ccc(OC)cc3)CC2)C1=O (centres undefined) | -1.7 | 1 | -7 | 1 | 0 | -0.2 | 2 | -2 | 1 | -0.2
C=C(C)CN(CC)C(=O)CN1C(=O)NC2(CCc3ccccc32)C1=O (centres undefined) | -9.0 | 3 | -4 | -14 | -5 | 1.1 | -1 | -2 | 1 | -0.1
CC1=CC(C)[C@H](/C=N/n2c(=O)[nH]c3c([nH]c4ccc(Br)cc43)c2=O)C(C)C1 (some centres undefined) | 0.4 | -14 | -1 | -10 | -2 | 0.7 | 0 | -13 | 35 | 3.8
Cc1cccc(N2CCN(C(=O)COCc3cc(-c4ccc5c(c4)OCO5)on3)CC2)c1C | 5.9 | -15 | 13 | 1 | -5 | 0.4 | 0 | 6 | -2 | -0.3
CN(C)C(CNC(=O)c1ccc(S(=O)(=O)NCc2ccco2)cc1)c1ccccc1 (centres undefined) | -2.4 | -3 | -1 | -2 | -3 | -0.6 | 1 | -8 | -6 | -0.4
O=[N+]([O-])c1cc(C(F)(F)F)ccc1NCCc1ccccn1 | 3.1 | 7 | 3 | -34 | -2 | 0.2 | 1 | 12 | -1 | -0.4
Cc1ccc(-c2nc3ncccn3c2Nc2ccc3c(c2)OCCO3)cc1 | -1.1 | -2 | -8 | -12 | -2 | 2.0 | 2 | 2 | -2 | 0.1
Cc1ccc(S(=O)(=O)N2CCOCC2)cc1C(=O)OCC(=O)c1c(N)n(C)c(=O)n(C)c1=O | -0.3 | -3 | 4 | 11 | -1 | 0.7 | 1 | -14 | 3 | -0.1
O=C(NC1CCN(Cc2ccc(Cl)c(Cl)c2)CC1)c1ccccc1 | -1.6 | -6 | -5 | 2 | -1 | 0.3 | -1 | 1 | 1 | -0.4
COc1ccc(NC(=O)N(C)C[C@H]2Oc3ccc(NC(=O)CCC(F)(F)F)cc3C(=O)N([C@H](C)CO)C[C@@H]2C)cc1 | 1.0 | 13 | -3 | -3 | 0 | -1.0 | -1 | -5 | 1 | -0.4

Just Tb MetRS inh (4 entries from above):
compound | Tb MetRS inh
CC1=CC(C)[C@H](/C=N/n2c(=O)[nH]c3c([nH]c4ccc(Br)cc43)c2=O)C(C)C1 (some centres undefined) | 3.8
Cc1cccc(N2CCN(C(=O)COCc3cc(-c4ccc5c(c4)OCO5)on3)CC2)c1C | -0.3
CN(C)C(CNC(=O)c1ccc(S(=O)(=O)NCc2ccco2)cc1)c1ccccc1 (centres undefined) | -0.4
O=[N+]([O-])c1cc(C(F)(F)F)ccc1NCCc1ccccn1 | -0.4

Later entries
SMILES | LMPTP inh | NRP1-CendR mod | Scp-1 inhibitor | SUMO1-SIM PPI | MsrA act | MsrA inh | STEP inh | E coli Lon inh | DNMT1 inh | Tb MetRS inh
COc1ccc(C2=NO[C@@H]3C(=O)N(c4ccc5c(c4)OCCO5)C(=O)[C@H]23)cc1OC | -1.1 | 6 | -13 | 3 | -1 | -1.2 | 11 | -22 | -14 | -0.2
CCn1c(=S)[nH]c2sc3c(c2c1=O)CCCC3 | -1.8 | 8 | -1 | 11 | 7 | 2.1 | -4 | -2 | -2 | -1.5
CCOC(=O)c1ccc(NC(=O)c2cc(C)nn2-c2ccccc2)cc1 | 0.4 | 6 | -7 | 2 | -2 | -0.4 | -1 | -1 | 1 | -0.6
O=C(COc1ncnc2ccccc12)NCCC1=CCCCC1 | -2.0 | -7 | 1 | -1 | -3 | 0.1 | -4 | -9 | 1 | -0.6
Cn1c(SCCCC(=O)c2ccc(Br)cc2)nnc1-c1ccncc1 | -1.6 | 3 | 7 | 0 | -11 | -1.0 | 2 | -3 | -3 | -1.2
CC/C(=N\NC(=O)c1c(C)nc2ccccn12)c1ccc(Cl)cc1 | -0.2 | 14 | 6 | 4 | -2 | 1.9 | 1 | -17 | 1 | -0.4
C[C@@H](NC(=O)[C@@H]1CCCN1C(=O)[C@@H]1CCCN1C(=O)c1cccc2ccccc12)c1ccccc1 | -0.8 | -5 | nt | -6 | -10 | 0.0 | nt | 1 | nt | -1.6
CCc1ccc(-c2nc(SCC(=O)N3CCOCC3)n[nH]2)cc1 | -1.0 | 10 | 1 | 2 | -2 | -1.4 | 12 | 6 | 0 | -0.1
CCN(CC)c1ccc(NC(=O)c2cc3ccccc3o2)c(C)c1 | 0.8 | -2 | -6 | -4 | 3 | 1.7 | -2 | 0 | -3 | -0.7
Cc1ccc(NC(=O)C2CC(O)CN2C(=O)Oc2ccccc2)c(C)c1 (centres undefined) | -2.2 | -8 | -1 | 1 | -2 | 0.6 | -2 | 4 | -1 | -0.2
COc1ccc(NS(=O)(=O)c2cc(NC(=O)Cc3n[nH]c(=O)c4ccccc34)ccc2OC)cc1 | 0.1 | 7 | -8 | 2 | -3 | 0.3 | -1 | -11 | -5 | -0.6
Cc1occc1C(=O)N1CCCC(N2CCN(c3ccccc3F)CC2)C1 (centres undefined) | -0.2 | 16 | -5 | -4 | -2 | 0.9 | -4 | 4 | 2 | -0.2
C=CCCC(=O)Nc1ccc(Br)cn1 | -0.9 | 8 | -3 | 5 | -5 | 0.9 | 2 | -4 | 0 | -1.3
Cc1sc(NC(=O)c2ccco2)c(CN2CCN(c3ccc(F)cc3)CC2)c1C | 6.3 | -10 | -11 | 5 | -4 | 1.7 | 1 | -1 | -1 | 0.4
COc1cc(O)ccc1C(=O)CCc1ccc(O)cc1 | -0.1 | 18 | -8 | 2 | -1 | 2.4 | -3 | -4 | -25 | -0.6
Cn1cc(-c2cccc(C(F)(F)F)c2)cc(C#N)c1=O | -1.2 | -1 | -14 | -10 | -2 | 3.4 | 0 | -4 | 3 | -0.4
CCc1cccc(C)c1NC(=O)CSc1nnc(C)o1 | -1.9 | 9 | -10 | 2 | -3 | -0.5 | -1 | 6 | 5 | 0.2
O=C(Cn1cc(C(=O)C2CC2)c2ccccc21)NCc1ccc2c(c1)OCO2 | -1.5 | -4 | -13 | 2 | -1 | 2.9 | -3 | 3 | -6 | 0.6
O=C1CCCN1c1ccc(CNS(=O)(=O)c2ccc(F)cc2)cc1 | -0.6 | 2 | 19 | 0 | -1 | 0.1 | -4 | -8 | 0 | -1.1
CC(C)(C)OC(=O)N[C@@H](C(=O)OC(C)(C)C)c1ccc(C(F)(F)F)cc1 | -3.0 | 0 | 1 | 3 | 2 | 1.2 | 1 | -11 | 0 | 0.0
COc1cccc(-c2noc(-c3ccc(Br)o3)n2)c1 | 0.2 | 0 | -7 | -3 | -3 | 0.6 | 2 | -1 | 3 | 0.0
O=C(O)c1cc2c(cc1NC(=O)c1c(F)cccc1Cl)OCCCO2 | -1.7 | 4 | 2 | 3 | -5 | 0.2 | -3 | 4 | 2 | 0.2
